# NR3A LBD binder – binders of NR3A ligand-binding domain, primary screen, biophysical, differential scanning fluorimetry, uHTS; Glutamate receptor ionotropic, NMDA 3A (GRIN3A) ligand-binding domain; Tm shift relative to glycine control, % at 25 µM; NR3A LBD differential scanning fluorimetry, Tm shift; 0% = protein alone, 100% = glycine-bound protein; 2.5% of 340,000 active;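 active means melting temperature shift of at least 10% of the positive control shift, at one fixed dose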
# TIM10 inh – growth inhibitors of isogenic TIM10 control yeast, primary screen, counter-screen for tim10-1 yeast inhibitor project, luminescence, uHTS; S. cerevisiae TIM10 strain growth, BacTiter-Glo luminescence, 24 h; 1.4% of 330,000 active; inhibition, % at 10 µM;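 active means inhibition of 40% or more at the single tested concentration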;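 further: wild-type TIM10 isogenic control strain grown at permissive 25 °C; 0% = DMSO yeast wells and 100% = minimal medium wells without yeast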
# tim23-1 inh – growth inhibitors of tim23-1 mutant yeast, primary screen, luminescence, uHTS | S. cerevisiae tim23-1 growth, BacTiter-Glo luminescence, 24 h | 1.3% of 330,000 active | inhibition, % at 20 µM;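 active means growth inhibition of the mutant yeast at or above 50%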;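 further: temperature-sensitive mutant grown at 25 °C; plate controls were DMSO-treated mutant yeast for no effect and medium wells lacking yeast for full effect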
# UPR CHOP act – activators of apoptotic CHOP UPR arm, primary screen, cell-based, CHO-CHOP luciferase reporter, luminescence, uHTS; activation, % at 10 µM; 0.34% of 330,000 active; UPR activation; percent of tunicamycin response over DMSO baseline;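 active means at 10 µM dose, activation of 40% or more, normalized to positive control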;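 further: 100% = tunicamycin at 10 µg/mL and 0% = DMSO alone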
#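 assay system = CHO CHOP reporter cells | amount = 500 CHO-CHOP cells per well | buffer or medium = F12 with 10% FBS | incubation = 16-18 h cell attachment, then 6 h compound exposure, 37 °C | detection = luminescence read with Steady-Glo | read-out = percent activation relative to tunicamycin control | controls = tunicamycin high control, DMSO low control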
# Mdm2 MdmX PPI – inhibitors of human Mdm2-MdmX association, primary screen, cell-based, luminescence, split luciferase, SaOS-2, uHTS. Protein Mdm4 (Homo sapiens) + E3 ubiquitin-protein ligase Mdm2 (Homo sapiens), …. SaOS-2 split-luciferase Mdm2/MdmX complementation. inhibition, % at 8 µM. 3% of 330,000 active. AID 485346, 2010;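 active means inhibition of at least 50% at 8 µM in the primary screen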
# NLRP3 yeast inh – NALP3 inflammasome inhibitors in reconstituted yeast, primary screen, luminescence, uHTS | Yeast reconstituted NLRP3/ASC/caspase-1, beta-gal luminescence, 24 h | 0.39% of 330,000 active | AID 2825, 2010 | inhibition, % at 10 µM;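 active means inhibition of 50% or more; inactive means inhibition below 50%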;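 further: plate controls were induced DMSO wells for no effect and uninduced yeast grown without galactose for full effect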
# tim10-1 inh – growth inhibitors of tim10-1 mutant yeast, primary screen, luminescence, uHTS; inhibition, % at 20 µM; 2.2% of 330,000 active; AID 463190, 2010; S. cerevisiae tim10-1 ts strain growth, BacTiter-Glo, 24 h;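 active means inhibition of at least 40%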;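 further: mutant grown at 25 °C; 0% = DMSO wells with yeast and 100% = wells holding no yeast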
# UPR XBP1 act – activators of adaptive XBP1 UPR arm, primary screen, cell-based, CHO-XBP1 luciferase reporter, luminescence, uHTS; IRE1-XBP1 UPR activation; percent of tunicamycin response, DMSO as zero; activation, % at 20 µM; 0.33% of 330,000 active;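 active means versus positive control, 20 µM dose yields 30% or more activation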;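 further: 100% = tunicamycin at 10 µg/mL and 0% = DMSO only wells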
#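 incubation = overnight seeding at 37 °C, 6 h compound treatment at 37 °C | assay system = CHO-XBP1 cells stably carrying IRE1-XBP1-driven luciferase reporter | input = 1000 cells per well | detection = luciferase luminescence | dosing = single point, 20 µM final compound, 1% DMSO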
# APJ agonist – agonists of human apelin receptor APJ, primary screen, CHO-K1 cells, PathHunter beta-arrestin, luminescence. P35414. 0% DMSO wells, 100% apelin. activation, % at 20 µM. 0.11% of 330,000 active. AID 2520, 2010;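 active means activation more than six SD over the plate average, tested at 20 µM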;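 further: 0% = DMSO alone and 100% = apelin-13 at 10 nM; some results filed as inactive read as strong as hits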
# Target sequence (P35414 whole entry, looked up): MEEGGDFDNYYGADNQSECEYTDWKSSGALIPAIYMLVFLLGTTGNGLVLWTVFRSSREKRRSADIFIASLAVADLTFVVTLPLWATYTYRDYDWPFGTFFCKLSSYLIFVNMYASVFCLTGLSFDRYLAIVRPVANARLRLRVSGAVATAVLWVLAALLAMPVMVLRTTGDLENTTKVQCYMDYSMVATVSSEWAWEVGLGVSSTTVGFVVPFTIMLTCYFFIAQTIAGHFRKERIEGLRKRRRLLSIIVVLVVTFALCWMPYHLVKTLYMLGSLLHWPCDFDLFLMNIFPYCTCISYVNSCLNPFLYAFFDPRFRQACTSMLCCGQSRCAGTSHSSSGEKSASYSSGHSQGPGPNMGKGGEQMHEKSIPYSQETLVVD
#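 Assay system – PathHunter CHO-K1 APJ (AGTRL-1) beta-arrestin reporter cells · Compound – one dose, 20 µM compound, 1% DMSO · Timing – compound 90 min 25 °C, reagent 1 h · Measured by – luminescence from split beta-galactosidase complementation, Galacton Star/Emerald II substrate · Measure – beta-arrestin recruitment to APJ as agonist activity, luminescent signal · Benchmarks – DMSO vs Apelin-13 10 nM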
# Numbers without * were called inactive.
smiles	UPR XBP1 act	Mdm2 MdmX PPI	tim10-1 inh	NLRP3 yeast inh	UPR CHOP act	NR3A LBD binder	APJ agonist	TIM10 inh	tim23-1 inh
O=C(CCS(=O)(=O)c1ccc(Cl)cc1)N1CCN(c2ccccc2F)CC1	-3	-1	-5	19	0.4	1	-5	-22	5
COc1ccc(-c2[nH]ncc2C2N=C(N)Nc3nc4ccccc4n32)cc1 (stereo not given)	-1	-14	-7	1	-0.1	-1	-2	-14	-12
CCOc1ccc(NC(=O)CN2CCN(CC(=O)Nc3cc(OC)cc(OC)c3)CC2)cc1	-3	32	17	13	3.6	-1	3	-7	15
CC(=O)c1c(C(C)=O)c(C)n(Cc2ccccc2)c1C	-5	0	8	27	-2.5	-3	-4	7	13
CCN(CC)CCCN1C(=O)CSC1c1ccc2c(c1)OCO2 (stereo not given)	-3	9	-18	12	-2.4	0	0	-16	-5
CCSc1nc(=S)n(Cc2ccccc2)c(C)c1C(C)=O	-2	-2	23	-4	-1.5	-3	-3	13	20
Cn1c(=O)c2c(nc(OCc3ccccc3)n2C)n(C)c1=O	0	8	-1	5	0.2	-1	0	-24	-4
COC(=O)[C@H]1C[C@@H]1[C@H](NC(=O)c1cccnc1)c1ccccc1	2	6	-3	18	-1.9	-2	0	-3	19
Oc1ccccc1CNc1ccc2c(c1)OCCO2	6	0	14	32	4.0	1	-2	1	9
COCCn1nnnc1C(c1ccccc1OC)N1CCc2ccccc2C1 (stereo not given)	0	12	26	9	-0.7	1	-6	34	32
CCCCOc1ccc(N=Cc2cccs2)cc1	-1	7	5	3	0.9	-1	1	1	9
CC(=O)Nc1cccc(NC(=O)CSc2nccn2Cc2ccco2)c1	-3	3	-4	-1	-0.2	14*	-2	-1	-1
CC(C)CCN1C(=O)c2ccc(C(=O)OCn3nnc4ccccc4c3=O)cc2C1=O	-1	-4	-19	-3	1.7	-1	-4	-26	-23
O=S(=O)(c1ccc(Cl)cc1)N1CCC(N2CCCCCC2)CC1	-3	13	-33	0	-2.9	3	-3	-25	8
C=CCn1c(=O)c(C(=O)NC(C)c2ccccc2)c(O)c2ccccc21 (stereo not given)	-4	2	-26	2	-0.7	2	0	-23	15
CCCCCCC(=O)Nc1nc(C)c(-c2csc(Nc3cc(Cl)ccc3C)n2)s1	-3	9	10	13	-0.8	-9	-6	1	15
O=C(NNc1nc(-c2ccccc2)c2cc(Br)ccc2n1)c1ccc(S(=O)(=O)N2CCCCC2)cc1	-1	35	6	24	1.6	8	-4	1	24
O=C(CCN1CCN(Cc2ccccc2)CC1)NNC(=O)c1cc2ccccc2o1	2	24	-9	10	-0.5	2	-2	3	-2
COc1ccc(-c2c(C)oc3ccc(C)cc23)cc1	0	-38	7	15	-2.2	5	-3	-7	16
O=C(Cc1ccc(Cl)cc1Cl)OCC(=O)N1CCCCC1	4	17	3	20	-0.8	0	0	0	19
COc1ccc(-n2c(SCC(=O)Nc3nc(C)cs3)nnc2-c2ccoc2C)cc1	4	10	22	6	0.6	-1	-2	22	19
COc1ccc2c(c1)N1CCN=C1N2C	-4	8	1	17	-0.4	3	0	7	2
CC(=O)Nc1ccc(C(=O)COC(=O)c2ccco2)c(F)c1	0	13	-4	-7	1.1	0	-3	-2	-9
CCCCn1c(N)c(N(CC(C)C)C(=O)CCCc2cccs2)c(=O)[nH]c1=O	-2	16	0	3	1.2	0	1	8	11
O=C(COC(=O)COc1ccccc1)NCCC1=CCCCC1	0	-9	-6	14	-1.6	0	-2	4	10
NC(=O)c1ccc(NC(=O)c2ccc(CN3CCOCC3)cc2)cc1	-2	-6	5	2	-1.3	1	-1	43*	7
O=C(CNS(=O)(=O)c1ccccc1Br)OCC(=O)N1CCc2ccccc21	2	-18	18	7	-2.6	3	-5	-2	18
Cc1ccc(CNC(=O)c2cc3c(s2)CS(=O)(=O)C3)cc1	-2	19	-10	11	0.1	1	-3	-13	-3
CCc1ccc(NC(=O)c2cnc3scc(C)n3c2=O)cc1	4	-73	18	36	2.5	3	-2	22	29
Cc1ccc(NN2C(=O)C=CC2=O)cc1	0	-3	5	11	2.0	-5	2	-11	15
Clc1ccc(CCNc2nc3ccccc3n3nnnc23)cc1	1	-9	8	-14	2.5	-3	0	2	7
O=C(NCCOc1ccccc1F)c1ccccc1SCc1ccc(F)cc1	0	-9	29	17	3.0	-16	-2	-10	32
CC1(C)Oc2ccc3ccc(=O)oc3c2[C@H](O)[C@H]1O	-2	10	-4	5	-2.1	0	-5	1	-1
CC1CCCCN1C(=O)COC(=O)c1cccc(NS(=O)(=O)c2ccccc2)c1 (stereo not given)	0	28	5	-2	-0.7	0	1	-13	0
CN1CCN(C2OC(=O)c3ccccc32)CC1 (stereo not given)	-3	-1	1	3	-1.2	-1	-1	-6	10
CC(C)Cc1nnc(NC(=O)CCC(=O)Nc2ccccc2F)s1	-3	5	-6	7	0.3	-2	1	-4	-14
COc1ccccc1NC(=O)c1cc(S(=O)(=O)N2CCc3ccccc32)ccc1F	-5	-6	7	4	-0.5	1	0	-19	-8
O=C(/C=C/c1c(F)cccc1Cl)Nc1cccnc1	-2	6	11	19	6.1	-9	-3	21	24
CC(=O)Nc1ccc(NC(=O)COC(=O)c2c(-c3ccccc3)noc2C)cc1	-5	8	2	22	-0.7	-2	3	20	13
COC(=O)/C(=C(/F)Sc1cc(C)c(O)c(C)c1)C(F)(F)F	6	15	32	18	35	0	-6	42*	54*
Cc1ccn2c(-c3n[nH]c(=S)n3Cc3ccccc3)c(C)nc2c1	0	2	6	12	4.0	1	2	-4	-1
CCOc1ccc2[nH]c3c(NCCC(C)C)ncnc3c2c1	5	30	34	23	1.5	-5	1	12	31
CCc1nc2ccc(C(=O)Nc3cccc(C(C)=O)c3)cc2nc1CC	4	16	10	13	3.9	-1	6	-9	18
CCN(CC)C(=O)COc1cccc2ccccc12	1	0	16	2	2.0	-2	0	3	20
COc1ccc(OC)c(-c2cc(-c3cccnc3)nc(N)c2C#N)c1	8	63*	-18	3	0.0	-3	-1	7	-5
COc1ccc(OC)c(N(CC(=O)Nc2ccc3c(c2)OCCO3)S(C)(=O)=O)c1	-2	27	10	4	-1.7	-1	-4	4	-10
O=C(CSc1ccc2nnc(-c3ccc(Cl)cc3)n2n1)N1CCCC1	-6	0	14	18	0.9	0	-1	-18	-20
COc1ccc(N2CCN(CCCn3c(=S)[nH]c4ccccc4c3=O)CC2)cc1	-7	86*	15	26	0.5	0	0	-17	12
CN1C(=O)NC(c2cccc([N+](=O)[O-])c2)C2=C1CC(C)(C)CC2=O (stereo not given)	-4	-1	8	-5	-2.4	0	-1	-12	3
COc1cc2nc(SCc3ccc(F)cc3)n(Cc3cccs3)c(=N)c2cc1OC	-2	42	24	13	-0.2	2	-4	17	24
Cc1ccc(Oc2nc(CN3CCOCC3)nc3sc4c(c23)CCC(C)C4)cc1C (stereo not given)	2	14	32	11	5.1	-2	0	31	42
CC(C)(Oc1ccc(Cl)cc1)C(=O)NNC(=O)c1ccc(Br)o1	-3	3	19	20	0.4	-1	13	4	31
CC(=O)Nc1ccc(CNC(=O)C[N+]2(C)CCOCC2)cc1	5	9	-6	12	1.3	1	-4	-4	3
COc1ccc(N2CCN(C(=O)CSc3nnc4c(C)cc5cc(C)ccc5n34)CC2)cc1	6	14	23	18	2.1	-3	4	17	35
COc1ccc(C(=O)Nc2ccc(NC(=O)c3cccs3)c(OC)c2)cc1Cl	-2	11	2	9	-0.5	33*	-1	-8	1
Cc1cccc(OCCOC(=O)C2CCN(S(=O)(=O)c3cccs3)CC2)c1	1	22	28	21	-0.1	-10	-3	2	20
CCCc1ccc(C(=O)NNc2ccc(F)cc2)cc1	1	26	-10	22	3.7	1	-9	-66	19
O=c1[nH]cc(S(=O)(=O)c2ccccc2)[nH]1	-2	9	10	4	0.1	1	-3	3	4
CCOC(=O)NCc1ccc(CNC(=O)OCC)cc1	-1	-15	6	19	-0.8	-2	-2	-12	10
COc1ccc(Cn2c(N)c(C#N)c3nc4ccccc4nc32)cc1OC	7	17	14	12	0.0	-5	-5	7	4

# Further records.
smiles	UPR XBP1 act	Mdm2 MdmX PPI	tim10-1 inh	NLRP3 yeast inh	UPR CHOP act	NR3A LBD binder	APJ agonist	TIM10 inh	tim23-1 inh
CCOC(=O)C1CCN(S(=O)(=O)c2c(C)[nH]c(=O)[nH]c2=O)CC1	-4	-29	-17	5	0.1	6	2	-1	5
Brc1c(CSc2nncn2-c2ccccc2)nc2sccn12	-1	-18	15	10	-1.2	0	-5	12	5
COc1ccc(C(=O)Nc2ccccc2N2CCCC2)cc1	-4	14	27	14	1.3	6	-2	-1	21
Cc1ccc(-n2nnnc2SCn2nnc3ccccc3c2=O)cc1	-3	-67	23	11	2.6	0	-4	5	33
COc1ccc(CNC(=O)c2sc(=S)n(-c3ccccc3)c2N)cc1	3	-4	-22	10	-0.3	5	-6	-15	-12
c1ccc(-n2ncc3c2ncn2nc(-c4ccco4)nc32)cc1	-1	-39	11	24	2.1	-3	-3	12	25
COc1ccc2cc(C(=O)CS(=O)(=O)c3ccccc3)c(=O)oc2c1	1	24	2	24	7.9	3	1	7	14
O=C1CC(NS(=O)(=O)c2ccc([N+](=O)[O-])cc2)CN1c1ccc(Cl)cc1 (stereo not given)	0	15	-9	8	-0.9	2	10	-5	-5

# Some of the entries so far, with values under each structure.
# Results follow in this order: UPR XBP1 act | Mdm2 MdmX PPI | tim10-1 inh | NLRP3 yeast inh | UPR CHOP act | NR3A LBD binder | APJ agonist | TIM10 inh | tim23-1 inh
COc1ccc(C(=O)Nc2ccccc2N2CCCC2)cc1
→ -4 | 14 | 27 | 14 | 1.3 | 6 | -2 | -1 | 21
Cc1ccc(-n2nnnc2SCn2nnc3ccccc3c2=O)cc1
→ -3 | -67 | 23 | 11 | 2.6 | 0 | -4 | 5 | 33
COc1ccc(CNC(=O)c2sc(=S)n(-c3ccccc3)c2N)cc1
→ 3 | -4 | -22 | 10 | -0.3 | 5 | -6 | -15 | -12
c1ccc(-n2ncc3c2ncn2nc(-c4ccco4)nc32)cc1
→ -1 | -39 | 11 | 24 | 2.1 | -3 | -3 | 12 | 25

# Screens deposited in PubChem by Sanford-Burnham Center for Chemical Genomics.
